PP5 primary: blocks human protein phosphatase 5 activity. 320,000 compounds, 0.18% hits. inhibition, % at 6.7 µM. P53041. purified PP5c, OMFP substrate fluorescence;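 active = inhibition above the campaign's mean inhibition across all tested compounds plus 3 SD, cut at about 9.5% in these data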;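 also: 0% = DMSO only and 100% = 100 µM cantharidin control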
GASC-1 inh: blocks human GASC-1 demethylase activity. Q9H3R0. GST-JMJD2C(1-420) H3K9me3 demethylation, DELFIA europium. inhibition, % at 2.35 µM. 330,000 compounds, 0.069% hits. AID 2099;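 active = more than half of a compound's replicate wells show inhibition beyond 50%, single wells judged on their own value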;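 also: signal counts dimethyl H3K9 product captured on neutravidin plate; 0% = median of DMSO wells and 100% = 0.3 times that DMSO median; strong numbers were not always called active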
procasp7 counter: activates human procaspase-7, counter-screen for procaspase-3 activators | activation, % at 8.5 µM | recombinant procaspase-7, Ac-DEVD-pNA absorbance 405 nm; D23A/D198A/D206A triple mutant, cannot self-cleave; scale: DMSO 0, 5 µM enzyme 100 | P55210 | 330,000 compounds, 0.093% hits;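 active = percent activation above the screen-wide mean plus 3 SD, cut at about 25% in these data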
Target sequence (P55210 whole entry D23A/D198A/D206A): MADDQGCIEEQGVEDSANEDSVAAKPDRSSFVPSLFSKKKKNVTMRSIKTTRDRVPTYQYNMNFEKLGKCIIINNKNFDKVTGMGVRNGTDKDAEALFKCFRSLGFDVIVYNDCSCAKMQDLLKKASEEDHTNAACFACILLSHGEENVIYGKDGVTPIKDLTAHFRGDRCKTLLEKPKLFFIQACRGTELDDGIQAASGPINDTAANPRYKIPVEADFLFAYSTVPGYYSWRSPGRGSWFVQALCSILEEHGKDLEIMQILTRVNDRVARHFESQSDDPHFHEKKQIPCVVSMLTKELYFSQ
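Assay system: Uncleavable procaspase-7 mutant enzyme; Input: 2 µM procaspase-7 mutant as dispensed; Also added: DEVD-pNA substrate; Medium: Zinc-free HEPES pH 7.4 with 300 mM NaCl, 0.01% Triton X-100; Timing: 1 h compound preincubation, 2 h substrate cleavage, 25 °C; Measured by: Epi-absorbance of released pNA at 405 nm, two timepoints.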
TPT1 inhibitor: inhibitors of Candida albicans tRNA 2'-phosphotransferase TPT1; AID 1962; 300,000 compounds, 0.81% hits; recombinant caTPT1, FP RNA substrate dephosphorylation; inhibition, % at 5 µM;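 active = inhibition above the mean of all tested compounds plus 3 SD, set per screening campaign, cut at about 24% in these data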;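 also: plate controls were DMSO alone for no effect and ferristatin control at 100 nM for full effect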
Efflux pump mplx: blocks antifungal efflux pumps in multiplex yeast assay. S. cerevisiae Candida pump triplex, Nile Red efflux. inhibition, % at 10 µM. 330,000 compounds, 0.44% hits. AID 485275;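 active = plate passing quality check with inhibition over a set limit, or well fluorescence over plate mean plus 4 SD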;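 also: Nile Red retained in pooled yeast measured as flow cytometry median fluorescence; 0% = buffer negative control and 100% = Enniatin B positive control; higher means more Nile Red kept so more efflux inhibition; some compounds called inactive have numbers as strong as hits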
procasp3 activ: procaspase-3 (human) activation. P42574. recombinant procaspase-3 D3A, Ac-DEVD-pNA absorbance 405 nm. activation, % at 8.5 µM. 330,000 compounds, 0.11% hits. AID 463141;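 active = activation above the mean of all tested compounds plus 3 SD, cut at about 21% in these data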;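 also: 0% = DMSO alone and 100% = DMSO wells spiked with extra 5 µM PC-3 D3A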
Target sequence (P42574 whole entry D9A/D28A/D175A): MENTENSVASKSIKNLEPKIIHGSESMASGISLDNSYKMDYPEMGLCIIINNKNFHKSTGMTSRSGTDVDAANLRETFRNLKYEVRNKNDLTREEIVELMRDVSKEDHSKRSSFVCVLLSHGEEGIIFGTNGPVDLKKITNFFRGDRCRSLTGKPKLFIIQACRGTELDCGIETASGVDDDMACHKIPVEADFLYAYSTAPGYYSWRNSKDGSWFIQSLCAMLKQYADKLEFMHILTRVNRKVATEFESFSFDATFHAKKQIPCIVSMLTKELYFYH
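material = Procaspase-3 D3A mutant | probe or stimulus = Ac-DEVD-pNA | compound = single dose, 8.5 µM nominal compound, 0.8% DMSO | timing = 1 h preincubation, 2 h reaction | measured by = 405 nm absorbance of p-nitroaniline, reads at 0 and 120 min | benchmarks = DMSO-only low control, 5 µM PC-3 D3A high control | repeats = singlicate, each compound tested once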
CTSL1 counter: counter-screen for PFM18AAP inhibitors: inhibitors of F. hepatica cathepsin L1. recombinant F. hepatica cathepsin L1, Z-Leu-Arg-MCA fluorescence. inhibition, % at 5.96 µM. 300,000 compounds, 0.49% hits. AID 1906;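 active = inhibition above the mean of all tested compounds plus 3 SD, set per screening campaign, cut at about 17% in these data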;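 also: 0% = plate median of test compound wells and 100% = 1 µM Z-Phe-Ala-diazomethylketone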
HCV core dimer: HCV core protein dimerization inhibition; inhibition, % at 5 µM; 300,000 compounds, 0.33% hits; TR-FRET GST/Flag-core106 dimerization, 1536-well;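 active = inhibition above the mean of all tested compounds plus 3 SD, set per screening campaign, cut at about 45% in these data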
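Assay system – GST-tagged and Flag-tagged HCV core protein residues 1-106 · Quantity – core106 proteins, GST 13.5 nM and Flag 17 nM · Benchmarks – unlabelled core106 and no-GST-core106 wells · Read-out basis – percent inhibition of core106 dimerization signal · Detection – time-resolved FRET, ex 340 nm, em 617 and 671 nm · Schedule – 4 h at 22.5 °C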
PP1 inh: blocks human PP1-alpha phosphatase, a PP5 counter-screen; AID 2235; inhibition, % at 6.7 µM; P62136; 320,000 compounds, 0.9% hits; purified PP1alpha, OMFP fluorescence;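 active = inhibition above the mean inhibition of all tested compounds plus 3 SD, computed separately for each screening campaign, cut at about 15% in these data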
Target sequence (P62136 whole entry, looked up): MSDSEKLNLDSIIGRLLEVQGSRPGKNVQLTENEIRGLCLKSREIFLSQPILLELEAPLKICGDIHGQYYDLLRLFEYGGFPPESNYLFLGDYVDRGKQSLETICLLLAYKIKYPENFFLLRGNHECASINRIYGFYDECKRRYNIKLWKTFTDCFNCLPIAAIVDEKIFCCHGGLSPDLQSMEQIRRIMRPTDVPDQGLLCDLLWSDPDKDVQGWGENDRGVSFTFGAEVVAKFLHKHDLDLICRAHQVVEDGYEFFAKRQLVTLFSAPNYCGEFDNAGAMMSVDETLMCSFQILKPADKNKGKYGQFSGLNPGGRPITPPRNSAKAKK
* = called active by the depositor; nt = no result given.

The first 2 compounds, ahead of the listing:
SMILES	PP5 primary	GASC-1 inh	procasp7 counter	TPT1 inhibitor	Efflux pump mplx	procasp3 activ	CTSL1 counter	HCV core dimer	PP1 inh
COC(=O)CCN(C(=O)c1cccc(OC(C)=O)c1)c1ccccn1	-7.0	-1	-3	-3	-0.1	-7	2	1	-3
CCCOc1ccc(N2C(=O)CC(NCCc3ccc(S(N)(=O)=O)cc3)C2=O)cc1 (stereo unspecified)	-0.7	3	-12	1	-0.1	-23	-2	7	-2

The list itself (from the top)
SMILES	PP5 primary	GASC-1 inh	procasp7 counter	TPT1 inhibitor	Efflux pump mplx	procasp3 activ	CTSL1 counter	HCV core dimer	PP1 inh
COC(=O)CCN(C(=O)c1cccc(OC(C)=O)c1)c1ccccn1	-7.0	-1	-3	-3	-0.1	-7	2	1	-3
CCCOc1ccc(N2C(=O)CC(NCCc3ccc(S(N)(=O)=O)cc3)C2=O)cc1 (stereo unspecified)	-0.7	3	-12	1	-0.1	-23	-2	7	-2
Cc1ccc(C(=O)OCc2nc3ccsc3c(=O)[nH]2)o1	-3.0	-3	3	6	0.0	3	3	0	1
COc1ccc(C(CC(=O)O)NC(=O)c2ccccc2)cc1OC (stereo unspecified)	-0.5	12	-1	2	-0.1	5	-1	-3	-3
O=C1[C@H]2[C@@H](c3ccc(F)cc3)N3C(=O)N(c4cccc(F)c4)C(=O)[C@@]3(Cc3ccc(Cl)cc3)[C@H]2C(=O)N1C1CCCCC1	8.2	-3	-5	6	-0.1	0	1	7	8
O=C(CN1C(=O)c2ccccc2C1=O)Nc1cc([N+](=O)[O-])ccc1O	-0.5	10	-10	-1	0.0	9	1	0	-8
COC(=O)C(CC(C(=O)OC)C(=O)OC)C(=O)OC	-0.3	-4	-5	-2	0.1	0	7	-7	-3
O=C(NCCCn1ccnc1)C(=O)NCC(c1ccco1)N1CCN(c2ccc(F)cc2)CC1 (stereo unspecified)	-0.7	5	1	2	0.1	4	-4	0	-3
CC(=O)Nc1nc(C(=O)O)cs1	1.8	-2	6	-1	-0.3	5	-1	-5	-2
O=C(O)CC(CC(=O)NCC(O)c1ccccc1)c1ccccc1 (stereo unspecified)	0.1	3	-3	-2	0.0	1	-2	1	-1
O=C(c1cccc(-n2cccc2)c1)N1CCN(S(=O)(=O)c2ccccc2)CC1	-0.1	19	-9	2	0.1	3	1	65*	13
CCOC(=O)c1c(C)nc2c(c1-c1cc(OC)ccc1OC)C(=O)CC(C)(C)C2	-0.7	3	10	-2	0.0	11	1	-2	-3
CCOC(=O)c1ccc(NC(=S)N(CCCN2CCCCC2)Cc2ccco2)cc1	1.0	-1	-1	-3	0.2	3	-5	4	-1
Cc1ccc(NC(=O)CCC(=O)N2CCOc3ccccc32)c(Cl)c1	2.6	-5	-2	-1	-0.2	1	-4	-5	-6
Cc1cccc(Sc2ccc([N+](=O)[O-])cc2[N+](=O)[O-])n1	3.8	1	4	3	0.1	0	0	2	-5
Brc1ccc(N=Cc2ccccn2)cc1	-0.4	0	2	2	0.1	-2	0	1	5
Cc1cc(C)cc(NC(=O)CC23CC4CC(C2)CC(n2nnc(C)n2)(C4)C3)c1	0.4	-2	6	-2	0.1	2	-3	1	1
CCOc1cc(/C=C/C(=O)O)ccc1OCCOc1ccc(F)cc1	-0.1	16	5	-1	-0.1	7	0	-1	-1
CCCCC(=O)OCc1nc(N)nc(Nc2ccccc2C)n1	0.6	-5	-2	7	0.4	2	0	-8	-2
N#C/C(=N\Nc1cc(Cl)cc(Cl)c1)c1nnc2n1CCCCC2	4.2	6	-8	1	0.2	-30	5	1	15
O=C(Nc1ccccc1O)N1c2ccccc2Sc2ccccc21	6.5	-7	-3	-4	-0.1	2	-3	-3	-3
CCOC(=O)c1ccc(Nc2cc(C)nc(C)c2C(=O)OCC)cc1	0.9	-3	3	-6	0.0	9	-5	5	-2
COc1ccccc1CN1CCC(CNS(=O)(=O)c2cc(-c3onc(C)c3C)ccc2OC)CC1	-1.5	18	2	2	0.0	-2	-3	-2	-1
S=C(NCc1ccccc1)NCC1COc2ccccc2O1 (stereo unspecified)	2.4	-29	5	-1	0.0	1	1	-4	4
Cc1ccc(NC(=O)CSc2nnc(-c3ccccn3)n2N)c(Br)c1	0.7	-6	6	0	0.0	7	-4	-2	-4
Cc1cc2nc(/C(C#N)=C/c3ccncc3)[nH]c2cc1C	4.5	41	-16	10	0.0	-7	0	-5	-3
CCc1ccc(O)c(N=Cc2cccc(C)c2O)c1	2.5	-3	-2	3	0.0	-6	1	-5	-1
Cn1ncc([N+](=O)[O-])c1C(=O)N/N=C/c1c[nH]c2ccccc12	2.2	-6	-13	0	0.0	4	1	-22	-4
Cc1ccc(C(=O)Nc2cccc(-c3cnc4ccccc4n3)c2)cc1	0.9	-5	8	-1	-0.2	-3	-1	7	0
CCN(CC)c1nc2c(c(=O)[nH]c(=O)n2C)n1Cc1ccccc1	0.6	15	7	3	-0.1	9	1	2	-2
COc1ccc(NS(=O)(=O)c2cccc(C(=O)NCC(c3ccccc3OC)N3CCCC3)c2)cc1 (stereo unspecified)	2.6	7	3	0	-0.1	-1	-1	1	-6
CCO[C@@H]1OC(C(=O)N2CCN(Cc3ccccc3)CC2)=C[C@H](C)[C@H]1CCCO	2.1	11	-1	-3	nt	13	3	-6	2
CC1(C)CC(NC(=O)c2sc3cc(Cl)ccc3c2Cl)CC(C)(C)N1	0.6	-11	7	-6	-0.3	-1	-2	-3	1
Cc1cc2ccccc2c(=O)n1CC(=O)NC1CCCCCC1	1.7	-9	7	-1	0.0	1	-1	-2	-1
O=C(CC1c2ccccc2Oc2ccccc21)NCc1ccco1	0.1	-7	-6	-2	0.0	-4	-1	-4	-2
O=c1c2sc3nc(N4CCOCC4)c4c(c3c2nnn1Cc1ccccc1)CCCC4	7.4	-2	-1	5	0.3	3	-3	5	0
CCOCCn1ccc2c(OCC(=O)Nc3ccccc3F)cccc2c1=O	0.4	-4	-7	-2	0.0	6	0	1	-3
O=S(=O)(c1ccc(Cl)nc1)N1CCC(Cc2ccccc2)CC1	nt	12	-6	nt	-0.1	2	nt	nt	nt
CC(C)(C)c1nnc2sc(SCC(=O)c3cccs3)nn2c1=O	0.0	-6	-14	21	-0.2	-3	5	21	-1
Cc1ccccc1-c1nn(-c2ccc(F)cc2F)cc1CNC1CC1	1.2	-7	-3	-4	-0.3	8	2	-3	-1
CC1(C)CC(=O)C2=C(C1)OC1OC(=O)CC21C (stereo unspecified)	1.2	-31	8	-3	0.0	-2	-4	5	4
COc1cc(CC(=O)OCC(=O)Nc2ccc(Cl)c(S(=O)(=O)N(C)C)c2)cc(OC)c1OC	-1.0	2	2	-3	-0.2	6	-6	0	0
COc1ccccc1CNC(=O)c1cccc(S(=O)(=O)N2CCN(C)CC2)c1	1.8	11	4	-3	0.0	-6	3	-2	-2
CC(=O)NC1(C(F)(F)F)C(=O)NC(C)=C1C#N (stereo unspecified)	-1.6	9	-8	-1	0.0	13	-3	-3	-3
CCC(=O)Nc1ccc(-c2nn3c(C)nnc3s2)cc1C	2.4	2	0	-1	-0.1	7	1	0	0
CCCn1ncc(CN2CCN(Cc3ccsc3)C(CCO)C2)c1C (stereo unspecified)	0.2	-27	-2	1	-0.1	1	-23	3	2
O=C(c1nn(Cc2ccccc2)c(=O)c2ccccc12)N1CCN(C/C=C/c2ccccc2)CC1	6.2	-2	1	0	0.2	4	-3	12	1
CN(C(=O)CN1C(=O)/C(=C/c2ccc(F)cc2)SC1=S)C1CCS(=O)(=O)C1 (stereo unspecified)	0.5	10	-1	-2	-0.1	-5	2	4	-2
C/C(=N\OC(=O)c1ccccc1F)c1nccs1	0.6	-7	6	1	0.2	-2	0	-4	-2
CCN(CC)C(=O)Oc1cc2c(-c3cc4cccc(OC)c4o3)cc(=O)oc2cc1C	-1.1	-6	3	-4	0.0	7	4	18	2
O=C(CNC(=O)c1ccc(Cl)cc1Cl)OC1CCCCC1=O (stereo unspecified)	nt	-2	9	nt	-0.1	-1	nt	nt	nt
NS(=O)(=O)c1ccc(NC(=O)c2ccc(S(=O)(=O)N3CCCCCC3)cc2)cc1	nt	7	0	nt	-0.2	-2	nt	nt	nt
CC(C)CC(COCc1ccc([N+](=O)[O-])cc1)N1CCN(C(=O)c2ccc(C(F)(F)F)cc2)CCC1=O (stereo unspecified)	3.0	2	-7	1	0.1	8	2	1	5
Cc1ccccc1-n1nnnc1SCc1csc(-c2ccccc2)n1	2.4	1	10	-3	0.0	0	0	9	-1
Cc1cc(/C=C(\C#N)C(=O)Nc2ccccc2)c(C)n1-c1cccnc1	2.0	11	6	0	0.0	0	5	16	-2
CCN1CCN(C(=O)CN(Cc2ccccc2)S(C)(=O)=O)CC1	1.4	6	6	1	0.1	2	2	-2	2
Cc1ccc2ccc(C(Nc3ccccn3)c3ccccc3)c(O)c2n1 (stereo unspecified)	3.5	44	-1	-6	-0.3	5	-4	1	10
COc1cc(S(=O)(=O)N2CCCCC2)ccc1NC(C)=O	-1.1	0	4	1	-0.3	-2	-1	-1	-3
Cc1ccc2nc(/C(C#N)=C\c3ccc(Oc4ccc(C(F)(F)F)cc4[N+](=O)[O-])cc3)[nH]c2c1	4.4	-2	1	3	1.2	2	1	40	3
CCOc1ccc(N2CC(=O)Nc3ccccc3NCC2=O)cc1	1.7	1	-2	-5	-0.1	1	-2	5	-2

Additional structures follow.
SMILES	PP5 primary	GASC-1 inh	procasp7 counter	TPT1 inhibitor	Efflux pump mplx	procasp3 activ	CTSL1 counter	HCV core dimer	PP1 inh
Cn1nc(-c2ccccc2)c(-c2nc(-c3cccc(C(F)(F)F)c3)no2)c1Cl	-0.2	9	7	-1	0.0	-2	-17	0	-3
CCOC(=O)c1ccccc1NS(=O)(=O)c1ccccc1F	4.9	2	-3	1	5.9*	-1	-4	7	0
COC(=O)c1ccc2[nH]c(C3(O)CCCCC3)c(C)c2c1	nt	-9	-4	nt	-0.6	0	nt	nt	nt
CC1=NN(c2nc(-c3ccc(C)cc3)cs2)C(=O)C1N=Nc1cccc(O)c1 (stereo unspecified)	0.5	6	-7	12	0.1	5	2	-5	5
CCOc1cc(S(=O)(=O)N2CCC(c3nc4ccccc4s3)CC2)c(OCC)cc1S(=O)(=O)N1CCCCC1	2.5	1	-1	0	0.0	8	-1	9	-2
COc1ccc(NC(=O)C2CCCN(S(=O)(=O)c3cccc4nonc34)C2)c(OC)c1 (stereo unspecified)	1.3	-3	6	1	0.0	-6	-1	5	-1
O=C(COC(=O)c1ccccc1F)NC(=O)NC1CCCC1	2.1	12	-4	nt	-0.1	-1	nt	nt	3
COC(=O)c1cc(=O)c2c([N+](=O)[O-])ccc(OC)c2o1	2.1	12	6	-1	0.0	6	0	-1	-1

High-throughput results from PubChem BioAssay.
